Cneo AK release: Cryptococcus neoformans lysis via adenylate kinase release. actives 0.2% (n = 360,000). lysis activity, % at 15 µM. AID 651654. C. neoformans lysis, adenylate kinase release luminescence, 4 h; normalised: neutral wells 0, clomiphene wells 100;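 active = mean lysis activity across replicates of at least 80%, whatever share of replicates individually reach that level; inactive = mean lysis activity below 80%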
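read-out = cell lysis signal | test system = log-phase Cryptococcus neoformans yeast cells | input = cells at 5 × 10^6 per mL | medium = fresh YPD growth medium | signal = luminescent adenylate kinase detection reagent | timing = 4 h at 37 °C static, read 1 h later | dosing = single dose | controls = Clomiphene as positive lysis control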
PGC1a acetyl inh: lowers PGC1a acetylation signal in U2OS cells; AlphaScreen anti-acetyl-lysine; with virally co-expressed GCN5 acetyltransferase; inhibition, % at 15.6 µM; actives 0.17% (n = 350,000);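 active = every replicate shows inhibition of at least 40%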;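 note: 0% = neutral control wells and 100% = positive control wells; some results beyond the cut were filed as inactive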
C2C12 statin: suppression of simvastatin myotoxicity | actives 0.78% (n = 330,000) | AID 602340 | C2C12 myotubes + simvastatin, ATP luminescence, 48 h; scaled: DMSO 0, geranylgeraniol control 100 | rescue of ATP level, % at 7.49 µM;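 active = mean ATP rescue above about 67%, or every replicate alone reaching that limit, limit read from the data, passing the limit was not always enough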;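 note: myotubes were challenged with 10 µM simvastatin during compound exposure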
* = called active by the depositor.

SMILES	Cneo AK release	PGC1a acetyl inh	C2C12 statin
CCOC(=O)C(NC(C)=O)(Nc1ccc(S(=O)(=O)Nc2ccncn2)cc1)C(F)(F)F (centres undefined)	1	7	-4
Cc1ccc(NC(=O)CSCc2cc(=O)n3ccsc3n2)cc1	-4	-1	2
Cc1cc(C)c2c(CN3CCN(C/C=C/c4ccccc4)CC3)cc(=O)oc2c1	2	-3	6
CCOC(=O)[C@H]1[C@H]2COc3cc(OC)ccc3[C@@H]2N2C(=O)N(c3cccc(Cl)c3)C(=O)[C@@]12C	1	-11	3
Cc1cc(C(=O)CSc2nnc(-c3cccnc3)n2-c2ccccc2F)c(C)n1C	-3	16	-2
CCCCNC(=O)CCn1c(=S)[nH]c2cc3c(cc2c1=O)OCO3	-1	3	-5
COc1ccc(-c2noc(CCC(=O)NCCN(C)Cc3ccccc3)n2)cc1	1	-3	-10
CCOc1ccc(CSC(CC(=O)O)C(=O)O)cc1 (centres undefined)	-7	-3	103*
COCCNC(=O)COc1ccccc1Cl	0	-6	-11
CCn1c(CSc2nnc(-c3ccc4c(c3)OCO4)o2)nc2cc(S(=O)(=O)N(C)C)ccc21	0	28	4
CCOc1c(Br)cc(CNc2ncn[nH]2)cc1OC	0	-5	1
Cc1nc(Nc2ccc3c(c2)OCCO3)c2oc3ccccc3c2n1	0	-28	-26
COc1ccc(C2C(C(=O)c3ccco3)=C(O)C(=O)N2CCc2ccccc2)cc1OC (centres undefined)	6	1	11
COc1ccc(N2CCN(C(CNC(=O)C3CCCCC3)c3cccnc3)CC2)cc1 (centres undefined)	1	15	5
COc1ccc(C(=O)c2ccc(OC)cc2O)c(O)c1	3	7	128*
Cc1ccc(Oc2cc(-n3nc(C)cc3C)ncn2)cc1	2	4	-1
O=C(CC1=NC2(CCCC2)Cc2ccccc21)N1CCOCC1	27	20	-18
COc1cccc(C(=O)Nc2ccc(-c3nc4ccccc4o3)c(O)c2)c1	-1	-7	-52
CSc1ccccc1NC(=O)CSCc1ccccc1Br	0	-29	20
Nc1c(C(=O)NCc2ccco2)nnn1-c1ccccc1	0	5	-42
CS(=O)(=O)N(CC(=O)N1CCN(c2ccccc2F)CC1)c1ccc2c(c1)OCCO2	1	-2	6
CCO/C=N/c1c(C#N)c2c(c(=S)n1C)COC(C)(C)C2	6	0	-12
COc1ccccc1C(c1nnnn1CS(=O)(=O)c1ccc(C)cc1)N1CCSCC1 (centres undefined)	2	0	-3
COc1cc2c(cc1OC)C(C)N(C(=O)C1COc3ccccc3O1)CC2 (centres undefined)	0	-6	-5
Cc1ccccc1CN1C(=O)Nc2ccccc2C(=O)N1C(C)(C)C	0	-3	0

Entries of single compounds, quoted from the list:
CCOc1c(Br)cc(CNc2ncn[nH]2)cc1OC is listed with Cneo AK release = 0; PGC1a acetyl inh = -5; C2C12 statin = 1
CS(=O)(=O)N(CC(=O)N1CCN(c2ccccc2F)CC1)c1ccc2c(c1)OCCO2 is listed with Cneo AK release = 1; PGC1a acetyl inh = -2; C2C12 statin = 6

Next section:
SMILES	Cneo AK release	PGC1a acetyl inh	C2C12 statin
COc1cccc(/C=C/C(=O)c2ccc[nH]2)c1	-4	7	11
Cc1nc(NCc2ccco2)nc2c1C(=O)CC(C)C2 (centres undefined)	-1	-22	22
CCCc1ncc(C(O)c2cccc3ccccc23)n1C (centres undefined)	4	-1	37
Cc1[nH]nc(-c2ccc(O)c(C)c2O)c1Oc1ccccc1	-1	-9	-6
COc1ccc2nc3sc(C(=O)N4CCN(C)CC4)cc3cc2c1	-3	0	-25
CN(Cc1ccccc1)C(=O)CCSc1nc(-c2ccc3c(c2)OCO3)cc(C(F)(F)F)n1	0	-3	13
CN1CCc2c(sc3nc(SCC(N)=O)n(-c4ccccc4)c(=O)c23)C1	1	-14	1
COc1ccc(C(=O)NCCSCc2ccccc2C)cc1	2	-22	4
CCOc1ccc(NC(=O)c2ccccc2O)cc1	-7	-1	-10
N#CCCn1nc(-c2ccccc2)cc1-n1c(C(F)(F)F)nc2ccccc21	-1	-9	4
O=C(CCc1nc(-c2ccccc2F)no1)NCCN1CCOCC1	3	-9	10
COC(=O)c1cc(NCc2ccccc2F)ccc1N1CCOCC1	0	1	-7
CC(C)OCC(O)CS(=O)(=O)Cc1ccccc1 (centres undefined)	-2	1	36
O=C(/C=C\NCC(=O)c1ccccc1)c1ccccc1	1	-7	-24
CCCn1c(C(O)c2cc(OC)ccc2OC)nc2ccccc21 (centres undefined)	0	-5	2
COc1ccc(N2C(C(C)=O)=NN(c3ccccc3)C2c2cccs2)cc1 (centres undefined)	1	-6	-40
COc1ccc(S(=O)(=O)Nc2c(C)ccc3nsnc23)cc1OC	-1	-8	-6
O=S(=O)(Nc1cc(Cl)ccc1N1CCCCC1)c1cccs1	-3	-32	-17
COc1ccc(CNCC(O)(c2ccccc2)c2ccc(Cl)cc2)cc1 (centres undefined)	0	0	-22
COc1ccc(CCN2C(=O)CC(Sc3ncccc3C(=O)O)C2=O)cc1OC (centres undefined)	-1	-15	-3
CCOC(=O)CSc1nnc2n(Cc3ccccc3)c(=O)c3c4c(sc3n12)CCC4	0	1	14
COC(=O)c1ccc(C)c(NC(=O)c2c(-c3ccccc3)noc2C)c1	-3	-13	23
N#Cc1cc(-c2ccccc2)nnc1Sc1ccccc1	-1	-7	2
O=C(CSc1nc(C2CC2)nc2ccccc12)N1c2ccccc2Sc2ccccc21	-4	-13	11
Cc1cc(=O)[nH]c(-c2ccccc2)n1	-1	1	3

Exported with bars between the fields: entries from further up.
molecule | Cneo AK release | PGC1a acetyl inh | C2C12 statin
O=C(CCc1nc(-c2ccccc2F)no1)NCCN1CCOCC1 | 3 | -9 | 10
COC(=O)c1cc(NCc2ccccc2F)ccc1N1CCOCC1 | 0 | 1 | -7

(next part)
SMILES	Cneo AK release	PGC1a acetyl inh	C2C12 statin
Nc1ncnc2c1ncn2[C@@H]1O[C@H](C(=O)N2CCN(Cc3ccccn3)CC2)[C@@H](O)[C@H]1O	2	-6	1
COc1ccc(C2=Nn3c(nnc3-c3ccc(OC)cc3)SC2)cc1	2	-11	-43
CC(C)COc1ccc(C(=O)N(Cc2ccco2)C2CCS(=O)(=O)C2)cc1 (centres undefined)	2	-3	1
O=C(NCCCc1ccccc1)c1ccc(F)cc1	-1	-1	3
CC(=O)NC1(c2ccccc2)CCN(c2nc(C)cc(C)n2)CC1	2	5	-1
CN1CCN(C(=O)c2ccccc2-c2nc(-c3ccc(Cl)cc3)no2)CC1	5	8	-66
C=CCN(CC=C)S(=O)(=O)c1ccc(NC(=S)NC(=O)/C=C/c2cccc3ccccc23)cc1	-1	6	-3
CC(=O)Nc1cccc(C(=O)Oc2cccc(C)c2)c1O	0	3	7
O=C(NCc1ccc2c(c1)OCO2)c1ccc(CN2CCc3ccccc3C2)cc1	-4	-10	16
CCn1cnc2c1c(=O)[nH]c(=O)n2Cc1ccccc1	1	-2	4
COc1ccc2[nH]c(=O)c(CNc3cccc(C)c3)cc2c1	0	-9	29
Cc1[nH][nH]c(=O)c1C(c1c(C)[nH][nH]c1=O)c1cn(Cc2cccc3ccccc23)c2ccccc12	7	1	12
CCCCS(=O)CC(CS(=O)CCCC)OC(=O)c1ccc(C)cc1 (centres undefined)	2	0	5
COc1ccc(C2C(C(C)=O)=C(O)C(=O)N2CCO)c(OC)c1 (centres undefined)	-3	10	8
Cc1ccc(C(C(=O)NCc2ccco2)N(C(=O)Cn2nnc3ccccc32)c2ccccc2)o1 (centres undefined)	2	-6	12
CC(=O)c1nccs1	0	4	5
Cc1ccc(C2CC2C(=O)NN)cc1 (centres undefined)	2	-6	-8
O=c1cc(CSc2ccccc2)[nH]c(=S)[nH]1	-7	-12	13
CC1=CCC2(CO)COC(c3ccccc3O)C1C2 (centres undefined)	-3	-11	-1
CCCc1cc(C(N)=O)c(NC(=O)C2CCCO2)s1 (centres undefined)	-2	-8	-6
O=C(Nc1scc(-c2ccccc2)c1C(=O)O)c1ccco1	0	7	-18
CC(=O)OCC(OC(C)=O)C(OC(C)=O)C(OC(C)=O)C(=O)Nc1ccc(C)cc1C (centres undefined)	-1	-6	0
O=C(O)C(Cc1ccccc1)n1cccc1 (centres undefined)	-1	2	7
CC(=O)Nc1cc(-c2nn(CC(=O)N3CCCCC3)c(=O)c3ccccc23)ccc1N1CCOCC1	-8	6	1
CO[C@H]1CC[C@@]2(C)[C@@H](CC[C@@H]3[C@@H]2CC[C@@]2(C)[C@H]3C[C@H](C(=O)N[C@@H](CCCN=C(N)N)C(=O)NCC(=O)N[C@@H](CC(=O)O)C(N)=O)O[C@]23CCCO3)C1	1	-1	-1
SMILES	Cneo AK release	PGC1a acetyl inh	C2C12 statin
O=C(c1cccc(COCC(F)(F)C(F)F)c1)N1CCN(c2ccccc2)CC1	-4	-9	3
CCS(=O)(=O)N1CCN(c2c(Cl)cccc2[N+](=O)[O-])CC1	0	7	-7
CC(=O)CCN1CCOCC1	0	-9	2
CC(=O)c1c(N2CCC(C(N)=O)CC2)nc(=S)n(-c2ccccc2)c1C	0	2	0
CCCCN(C)C(=O)C1CCC(=O)N(c2cc(OC)c(OC)c(OC)c2)C1c1ccc(OC)cc1 (centres undefined)	2	-8	-11
CCCCSc1nnc2c(n1)[nH]c1ccccc12	0	-1	-5
CCOc1ccccc1NC(=O)N1CCCC1C(=O)Nc1ccc(-n2cnnn2)c(C)c1 (centres undefined)	-1	-5	1
O=C(COc1cccc2cccnc12)N/N=C1\SCC(=O)N1Cc1ccco1	14	2	-11
Cc1cccc(N2CCN(C(=O)Cn3ccc4ccccc4c3=O)CC2)c1C	1	6	14
CC(N)C12CC3CC(C1)CC(C(C)N)(C3)C2 (centres undefined)	1	4	-15
COc1ccc(C)cc1S(=O)(=O)N1CCC(C(=O)N2CCOCC2)CC1	0	0	-12
c1ccc(-c2noc(COc3ccc4c(c3)OCO4)n2)cc1	0	-2	7
CC(=O)NC(C)C12CC3CC(CC(C(=O)O)(C3)C1)C2 (centres undefined)	-4	2	-1
CCc1ccccc1NC(=O)CC1S/C(=N\c2nccs2)N(CC)C1=O (centres undefined)	1	1	9
COc1cccc(N(CC(=O)NCc2cccnc2)S(C)(=O)=O)c1	-1	-89	3
Cc1cccc(-n2c(SCC(=O)NC3CCCC3)nnc2-c2ccoc2C)c1	-2	10	4
COc1ccc(-c2cc(=O)[nH]c(=O)[nH]2)cc1	4	3	-5
CCN(CC)CCCn1c(C)cc2c(c1=O)C(c1ccccc1)C(C#N)=C(N)O2 (centres undefined)	1	3	-11
CC(C)OCCCn1c(=NC(=O)c2ccncc2)c(C#N)cc2c(=O)n3ccccc3nc21	0	-14	8
CCCN(CCC)CC(O)COc1ccc([N+](=O)[O-])cc1 (centres undefined)	0	3	10
Cn1c(=O)[nH]c(=O)c2c1nc(Sc1ncccn1)n2CCCc1ccccc1	4	-8	-3
COc1cc(CN2CCC(C(=O)N3CCN(c4ccccc4F)CC3)CC2)cc(OC)c1OC	2	0	-11
Cc1occc1C(=O)Nc1cccnc1	0	15	-4
CN(c1ccccc1C(=O)NCc1ccccn1)S(C)(=O)=O	-1	7	2
COc1cc(C(=O)OCn2nnc3ccccc3c2=O)cc(OC)c1OC	0	8	0

Part of the list above, limited to PGC1a acetyl inh:
canonical_smiles,PGC1a acetyl inh
CCOc1ccccc1NC(=O)N1CCCC1C(=O)Nc1ccc(-n2cnnn2)c(C)c1 (centres undefined),-5
O=C(COc1cccc2cccnc12)N/N=C1\SCC(=O)N1Cc1ccco1,2
Cc1cccc(-n2c(SCC(=O)NC3CCCC3)nnc2-c2ccoc2C)c1,10

Part of the list above, with values under each structure.
Every second line gives: Cneo AK release, PGC1a acetyl inh, C2C12 statin
CCOc1ccccc1NC(=O)N1CCCC1C(=O)Nc1ccc(-n2cnnn2)c(C)c1 (centres undefined)
    -1, -5, 1
O=C(COc1cccc2cccnc12)N/N=C1\SCC(=O)N1Cc1ccco1
    14, 2, -11
Cc1cccc(N2CCN(C(=O)Cn3ccc4ccccc4c3=O)CC2)c1C
    1, 6, 14

Other results.
SMILES	Cneo AK release	PGC1a acetyl inh	C2C12 statin
O=C(Nc1ccccc1)N(C1=NCCCCS1)c1cccc2ccccc12	-2	1	3
CCOC(=O)c1c(N)nn(C(=O)C(C)C)c1-c1ccc(OC)cc1	3	11	7
Cc1ccc(Nc2nc(N)nc(CN3CCN(Cc4ccc5c(c4)OCO5)CC3)n2)cc1Cl	1	-3	-23
COc1ccc(C(=O)c2cn[nH]c2-c2cc(Cl)ccc2O)cc1	1	3	144*
O=C(CN1CCOCC1)Nc1ccc(OCc2ccccc2)cc1	10	7	5
COC(=O)C1=C(C)NC(=O)/C1=C\c1cc(C)n(-c2ccccc2C)c1C	-1	-1	2
COCC(C)NS(=O)(=O)c1ccc(OC)cc1 (centres undefined)	0	-3	-15
Cc1ccc(Cc2c(C)nc3nc(SCC(=O)NCCN4CCOCC4)nn3c2C)cc1	-1	-31	6
CCCCN(C)CCNC(=O)c1ccc2c(c1)NC(=O)C(N1CCCCC1)S2 (centres undefined)	0	8	-3
S=C1NCCOCCOCCOCCN1	6	-9	-5
Cc1ccc(-c2noc(CCC(=O)NCCN3CCc4ccccc4C3)n2)cc1	1	3	5
CCOC(=O)C(=O)Nc1nnc(C2CCCCC2)s1	0	20	-6
Nc1nc(-c2c[nH]c3ccccc23)cs1	-2	12	8
CC(C)NC(=O)COc1ncnc2sccc12	1	6	13
CCCCOC(=O)Nc1ccc(S(=O)(=O)Nn2cnnc2)cc1	-1	-6	14

Compound activity as filed in PubChem BioAssay.

An excerpt (hit frequency here may not be typical).
